Screening data as filed in PubChem BioAssay.
NOD2-RIPK2 inh = NOD2-RIPK2 binding disruptors in cells, primary screen, fluorescence, CHO cells, BLA complementation. Receptor-interacting serine/threonine-protein kinase 2 (Homo sapiens), O43353. CCF4 ratio. inhibition, % at 4.98 µM. 360,000 compounds, 0.38% hits; in the data active means inhibition above about 21%;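 further: 0% = vehicle only and 100% = reference blocker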
SRC3 inh = SRC3 coactivator transcriptional activity inhibitors, primary screen, cell-based, luminescence | AID 588352, 2011 | Nuclear receptor coactivator 3 (Homo sapiens), Q9Y6Q9 | 360,000 compounds, 0.17% hits | inhibition, % at 3.6 µM | HEK293 GAL4-SRC3 luciferase reporter;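 active means inhibition above a per-campaign cutoff, the mean of all compounds plus 3 SD, cut at about 60% in these data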;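 further: 0% = DMSO-treated cells and 100% = gossypol-treated cells at 36 µM; higher means less SRC3-driven luciferase light from the GAL4 reporter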
NCOA1 inh = SRC1 coactivator transcriptional activity inhibitors, primary screen, cell-based, luminescence; Nuclear receptor coactivator 1 (Homo sapiens), Q15788; HEK293 GAL4-SRC1 luciferase reporter; inhibition, % at 3.6 µM; 360,000 compounds, 0.12% hits; AID 588354, 2011;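 active means inhibition above the campaign mean plus 3 SD, with each screening campaign given its own cutoff, cut at about 60% in these data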;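 further: 0% = DMSO treated cells and 100% = gossypol at 36 µM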
SRC2 inh = inhibition of GAL4-SRC2 driven luciferase reporter, primary screen, SRC2 inhibitor project, cell-based, luminescence. Nuclear receptor coactivator 2 (Homo sapiens), Q15596. HEK293 GAL4-SRC2 luciferase reporter. inhibition, % at 9 µM. 370,000 compounds, 0.17% hits. AID 651957, 2012;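 active means inhibition above the mean inhibition of all tested compounds plus 3 SD, set per campaign, cut at about 52% in these data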;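 further: 0% = DMSO treated cells and 100% = cells given Gossypol at 36 µM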
MC4R ag barr = MC4R agonists recruiting beta-arrestin, primary screen, cell-based, luminescence, agonist arm of biased-ligand search; AID 540308, 2011; Melanocortin receptor 4 (Homo sapiens), P32245; 360,000 compounds, 0.98% hits; activation, % at 8.9 µM; U2OS MC4R beta-arrestin complementation; percent of melanotan II response, DMSO zero;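 active means activation above a per-plate cutoff, the mean activation of sample wells on that plate plus 3 SD, cut at about 8% in these data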
NR5A2 inv ag = LRH-1 (NR5A2) inverse agonists, primary screen, cell-based, luminescence, HEK293T, StAR-luciferase reporter; Nuclear receptor subfamily 5 group A member 2 (Homo sapiens), O00482; LRH-1 transfected, 24 h; inhibition, % at 3.6 µM; 360,000 compounds, 0.13% hits; AID 602396, 2012;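 active means inhibition above the mean inhibition of all tested compounds plus 3 SD, cut at about 73% in these data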;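 further: 0% = DMSO wells and 100% = reporter-only cells lacking LRH-1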
Target sequence (O00482 whole entry, looked up): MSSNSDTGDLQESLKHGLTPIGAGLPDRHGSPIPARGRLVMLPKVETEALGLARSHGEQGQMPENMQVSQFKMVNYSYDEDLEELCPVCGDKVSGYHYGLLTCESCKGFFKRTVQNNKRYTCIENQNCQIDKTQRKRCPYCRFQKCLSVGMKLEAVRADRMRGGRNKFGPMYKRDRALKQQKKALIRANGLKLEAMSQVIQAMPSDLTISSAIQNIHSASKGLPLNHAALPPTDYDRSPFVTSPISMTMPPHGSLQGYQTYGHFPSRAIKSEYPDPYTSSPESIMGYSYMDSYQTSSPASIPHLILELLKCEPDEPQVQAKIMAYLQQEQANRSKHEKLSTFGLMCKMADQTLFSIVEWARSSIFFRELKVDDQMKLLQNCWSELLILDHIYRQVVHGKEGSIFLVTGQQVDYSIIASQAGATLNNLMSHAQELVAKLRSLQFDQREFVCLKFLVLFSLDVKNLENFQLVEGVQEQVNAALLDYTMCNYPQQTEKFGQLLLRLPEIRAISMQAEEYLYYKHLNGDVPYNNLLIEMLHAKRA
COUP-TFII inh = NR2F2 transcriptional activity inhibitors, primary screen, cell-based, luciferase reporter, HEK293T, luminescence; COUP transcription factor 2 (Homo sapiens), P24468; 370,000 compounds, 0.7% hits; HEK293T NGFI-A luciferase reporter; inhibition, % at 8.6 µM;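 active means inhibition above a per-plate cutoff, mean inhibition of test wells between control levels plus 3 SD, cut at about 38% in these data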;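 further: cells cotransfected with COUP-TFII expression vector driving the NGFI-A reporter; 0% = median of COUP-TF2 test wells and 100% = reporter-only cells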
Target sequence (P24468 whole entry, looked up): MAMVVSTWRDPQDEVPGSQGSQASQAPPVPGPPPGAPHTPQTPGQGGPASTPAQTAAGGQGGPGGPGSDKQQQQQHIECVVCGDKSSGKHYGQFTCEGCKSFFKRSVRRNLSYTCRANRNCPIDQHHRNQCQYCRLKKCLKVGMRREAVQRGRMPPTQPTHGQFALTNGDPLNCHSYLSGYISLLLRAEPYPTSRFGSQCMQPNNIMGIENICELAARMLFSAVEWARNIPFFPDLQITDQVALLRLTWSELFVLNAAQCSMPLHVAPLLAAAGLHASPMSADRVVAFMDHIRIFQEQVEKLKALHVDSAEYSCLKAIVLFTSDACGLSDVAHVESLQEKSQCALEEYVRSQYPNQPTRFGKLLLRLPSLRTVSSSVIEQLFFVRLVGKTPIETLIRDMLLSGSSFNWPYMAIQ
TLR9-MyD88 inh = inhibitors of TLR9-MyD88 association in cells, primary screen, cell-based, CHO, BLA complementation, fluorescence | Toll-like receptor 9 (Homo sapiens) + Myeloid differentiation primary response protein … | CCF4 FRET ratio | inhibition, % at 4.98 µM | 340,000 compounds, 0.21% hits | AID 504734, 2011;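 active means inhibition above the mean over all tested compounds plus 3 SD, cut at about 21% in these data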;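 further: 0% = DMSO only wells and 100% = clavulanate BLA inhibitor control wells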
MC4R antagonist = MC4R antagonists of cAMP signaling, primary screen, cell-based, TR-FRET, antagonist arm of biased-ligand search; 360,000 compounds, 0.48% hits; MC4R-expressing cells, MTII-stimulated cAMP, LANCE TR-FRET; inhibition, % at 6.5 µM; AID 540295, 2011;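 active means inhibition above its plate's cutoff, the mean of tested wells on that plate plus 3 SD, cut at about 29% in these data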;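 further: 0% = Melanotan II alone and 100% = Melanotan II plus saturating MCL0020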
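material = U2OS cells stably expressing human melanocortin 4 receptor (MC4R) | also added = Melanotan II challenge | dosing = single nominal compound dose of 6.5 µM | detection = TR-FRET with Eu-cAMP and labeled anti-cAMP, 671 nm | replication = singlicate | timing = compound 30 min, challenge 1 h, detection 1 h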
ABHD5-PLIN5 inh = ABHD5-PLIN5 interaction inhibitors, primary screen, cell lysate, split luciferase complementation, luminescence | Perilipin-5 (Homo sapiens) + 1-acylglycerol-3-phosphate O-acyltransferase ABHD5 (Homo … | Split G. princeps luciferase complementation, 4 h | inhibition, % at 4 µM | 360,000 compounds, 0.78% hits | AID 602281, 2012;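 active means inhibition above the mean inhibition across every tested compound plus 3 SD, cut at about 22% in these data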;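 further: 0% = DMSO only wells and the 100% control is not disclosed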
LMP1 NFkB inh = EBV LMP1-driven NF-kappaB luciferase reporter inhibitors, primary screen, cell-based, luminescence, single point; 350,000 compounds, 0.69% hits; LMP1-induced NF-kappaB luciferase reporter cells; inhibition, % at 12.5 µM; in the data active means inhibition above about 41%;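 further: 0% = neutral control wells and 100% = reference inhibitor control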
An asterisk follows results filed as active; . = not tested or not shown.

No.	smiles	NOD2-RIPK2 inh	SRC3 inh	NCOA1 inh	SRC2 inh	MC4R ag barr	NR5A2 inv ag	COUP-TFII inh	TLR9-MyD88 inh	MC4R antagonist	ABHD5-PLIN5 inh	LMP1 NFkB inh
1	CC(NC(=O)C(Cc1ccccc1)=NO)c1ccccc1 (stereo unspecified)	2	-38	-4	-7	0.4	-17	-1	-10	1	1	-1
2	O=C(Nc1cccc(-c2ccc3nncn3n2)c1)c1ccco1	-5	-11	-2	-28	-0.5	-8	1	-7	4	1	-3
3	O=C(COc1ccc([N+](=O)[O-])cc1)N(Cc1ccccc1)Cc1ccccc1	-5	13	7	-18	-1.8	-25	1	-3	2	3	5
4	CCOc1ccc(C(NC(=O)CC)c2c(O)ccc3ccccc23)cc1 (stereo unspecified)	3	-5	-40	4	-1.0	3	-1	-8	0	-1	-1
5	O=C(NCCc1ccc(F)cc1)C(=O)Nc1cc2c3c(c1)CC(=O)N3CCC2	-2	-32	-21	3	-0.1	6	17	-8	10	2	-3
6	CCOC(=O)c1c(C)[nH]c(C)c1C(=O)CSc1nc2ccccc2c(=O)n1-c1ccc(C)cc1	2	19	-6	-1	-2.4	7	5	6	2	4	12
7	COC(=O)Cn1c(CN2CCN(c3ccccc3F)CC2)nc2c1c(=O)n(C)c(=O)n2C	8	-4	8	12	-0.1	0	1	2	8	-1	9
8	CCOc1ccccc1Oc1coc2cc(O)ccc2c1=O	-4	-2	-13	11	-1.8	-7	4	3	9	0	-18
9	O=S(=O)(O)CCN1CCOCC1	-2	13	-41	-1	0.6	-13	-1	-7	11	-2	3
10	O=C1C=C(c2ccc(C(=O)O)c(Cl)c2)C[C@@H](c2ccc3c(c2)OCO3)C1	-13	-23	-2	-37	-1.8	-19	-3	-9	6	-6	-3
11	CCCc1c(-c2ccccc2F)ncn1CCc1ccccc1OC	-5	.	.	25	.	-9	23	.	.	-4	.
12	CN(CC(=O)Nc1ccc(F)cc1)C(=O)COC(=O)Cc1c(F)cccc1Cl	-4	8	19	-17	-3.4	-1	4	-5	-1	6	-5
13	CN(N=Nc1ccc([N+](=O)[O-])cc1)c1ccccc1	11	-84	-118	-14	8.3*	-77	-41	2	0	-4	-7
14	Cc1cccn2c(=O)c3cc(C(=O)N4CCN(C(=O)c5ccco5)CC4)n(C)c3nc12	-2	-14	-4	-43	-2.6	1	-3	-10	0	-1	-4
15	CCOC(=O)[C@H]1[C@H]2COc3ccc(OC)cc3[C@@H]2N2C(=O)c3cc(OC)c(OC)cc3NC(=O)[C@@]12C	-1	0	-2	-37	-1.7	7	-15	4	0	6	-56
16	CCc1c(-c2ccccc2)ncn1Cc1cccc(-c2ccccc2)c1	0	.	.	20	.	28	29	.	.	1	.
17	CC(C)NC(=O)Nc1cccc2c1O[C@H](CN(C)S(=O)(=O)c1ccc(F)cc1)[C@@H](C)CN([C@H](C)CO)C2=O	1	11	0	-17	-1.1	6	3	-2	3	0	0
18	CC(C)(C)OC(=O)N1Cc2ccccc2C[C@H]1C(=O)NC1CCCC1	-5	5	0	8	0.3	2	-1	3	4	-2	2
19	CN(CCOc1ccccc1)C(=O)c1ccc(F)c(S(=O)(=O)N2CCOCC2)c1	1	1	-4	15	-3.6	2	-1	-10	6	13	5
20	COc1cccc(C2=CC(=O)C[C@H](c3ccc(OC)c(OC)c3)C2)c1	4	19	-1	-10	1.6	8	5	-2	14	12	5
21	COc1ccc(CNC(=O)CSc2nnc(-c3ccc(NC(C)=O)cc3)n2C)cc1	5	2	14	8	-1.2	-10	-6	-1	11	-9	1
22	CCCCC1CC(CSc2ncn[nH]2)OC1=O (stereo unspecified)	-5	16	-2	-29	-2.1	4	7	6	8	1	12
23	O=C(C=Cc1ccco1)c1ccco1	-8	-3	3	20	-0.8	14	-6	0	7	16	-2
24	NC1(C#Cc2ccc3oc(=O)c(-n4cc(-c5ccsc5)nn4)cc3c2)CCCCC1	8	-9	6	-29	0.0	1	-18	-3	2	5	-2
25	O=C(Cc1ccc(Br)cc1)N1CCN(c2ccccn2)CC1	-3	-8	-37	-39	-1.1	-14	-3	-3	-1	3	-14
26	CN(C(=O)c1nn(C)c2c1CS(=O)(=O)c1ccccc1-2)c1cccc(Cl)c1	-12	-9	-10	0	1.0	-18	22	-9	14	-2	1
27	COCc1ccc(C(=O)N2CCCC(Nc3ccc(C(C)C)cc3)C2)o1 (stereo unspecified)	-5	-8	-2	-2	-4.0	-5	9	-3	16	3	-2
28	CCOC(=O)C1CCN(C(=O)COC(=O)C2CCN(S(=O)(=O)c3ccc4c(c3)OCCO4)CC2)CC1	6	8	-1	9	-0.6	-4	-3	-11	0	0	1
29	CCOC(=O)N1CCN(c2cc(N)c([N+](=O)[O-])cc2F)CC1	17	8	1	-10	-2.4	8	5	5	11	1	7
30	CCOc1ccc(S(=O)(=O)/N=C(/Nc2ccc(C(C)=O)cc2)c2ccccc2)cc1	-11	-26	-8	11	1.5	-14	-11	-8	23	-5	-5
31	CCN(CC)c1ccc(C2C(C(=O)OC(C)C)C(=O)CC(C)(O)C2C(=O)OC(C)C)cc1 (stereo unspecified)	-2	24	12	6	6.2	-10	1	-13	9	-5	16
32	CCOc1cc(S(=O)(=O)N2CCC(C(N)=O)CC2)ccc1F	-15	14	16	-10	-0.8	-11	4	4	10	0	5
33	COc1cccc(N2CCN(C(=O)CN(c3cc(C)cc(C)c3)S(=O)(=O)c3c(C)noc3C)CC2)c1	-3	5	0	-3	1.5	-12	-31	-7	12	0	2
34	O=c1nc(Nc2cccc(Cl)c2)oc2cc(Cl)oc(=O)c12	-13	-6	-9	-23	-2.8	-2	5	-6	-1	0	-5
35	COc1ccc(/C=C/C(=O)NCC2COc3ccccc3O2)cc1OC (stereo unspecified)	-9	8	-9	-32	-0.3	11	-9	0	-1	1	-4
36	CCCCSc1nc(SCC(=O)NCc2ccco2)c2c3c(sc2n1)COC(C)(CC)C3 (stereo unspecified)	3	4	-5	18	-1.8	56	-4	-4	14	11	-3
37	COC(=O)c1ccc(NC(=S)Nc2ccccc2)cc1	-12	-16	-23	-4	-1.8	-16	15	-5	10	-11	3
38	OC(c1ccccc1)C(O)C(c1ccccc1)N1CCCCC1 (stereo unspecified)	-13	1	-14	9	-0.7	-3	7	5	-1	-16	-8
39	COc1cc(NS(=O)(=O)c2ccc(NC(=S)NC(=O)/C=C/c3ccc(F)cc3)cc2)ncn1	4	1	0	3	0.1	-3	17	5	4	-2	0
40	CCCCN(C)CCNC(=O)c1ccc(Cn2c(=S)[nH]c3ccc(Br)cc3c2=O)cc1	-8	7	-28	-25	-0.9	-27	-11	-15	3	17	-11
41	Cc1c(C(=O)N(C)CCCCN2CCOCC2)oc2c(F)cccc12	-11	2	-13	-3	-0.6	-19	3	1	8	2	-7
42	O=C(O/N=C(\c1ccccc1)c1ccccn1)c1ccc(Cl)c(Cl)c1	-8	10	-14	-26	2.1	-7	0	2	6	2	0
43	COc1ccc(S(=O)(=O)N2CCCCCC2)cc1C(=O)N(C)CC(=O)Nc1ccc(F)cc1	7	21	-2	4	-0.6	13	3	0	5	11	-5
44	Cc1cc(Cl)c(O)c(-n2nc3ccccc3n2)c1	-1	6	-11	-33	-1.0	1	1	2	-11	-3	-17
45	CN(CC(=O)Nc1c(Cl)cccc1Cl)C(=O)CNC(=O)C1CCCCC1	-20	16	4	-35	0.9	24	-6	3	7	14	10
46	O=C(Cc1n[nH]c(=O)c2ccccc12)OCC(=O)c1ccc(F)cc1	2	-51	-20	-1	-1.4	-6	-20	0	4	11	-5
47	O=P(c1ccccc1)(c1ccccc1)c1cc(S(=O)(=O)O)ccc1O	-2	16	-1	-4	1.0	-5	2	7	23	-2	3
48	CCOc1c(Br)cc(/C=C(\C#N)C(=O)NC2CC2)cc1OC	1	6	6	11	-4.2	-4	12	1	3	14	-1
49	CC[n+]1cc(-c2ccccc2)nc(N2CCOCC2)n1	-2	-8	-25	-19	0.1	-39	9	-10	7	4	-10
50	O=C(/C=C/c1ccco1)Nc1ccccc1N1CCOCC1	-10	14	10	-11	-0.8	13	-7	-3	-5	3	9
51	COc1ccc([N+](=O)[O-])cc1NC(=O)CSCc1cc(C)cc(C)c1	-10	-8	8	3	-2.0	5	-10	-4	-1	0	-1

The list is partial; the hit share may differ from the screen's.
